Source: PubChem
Growth percent in the NCI-60 one-dose screen (48 h, 10 µM unless noted): 100 = growth as untreated, 0 = no growth, -100 = all killed.
MDA-MB-231 – MDA-MB-231 breast cancer; hit rate 5% among 81,000; AID 1794789
MDA-MB-435 – MDA-MB-435 melanoma | AID 1794794 | hit rate 7.8% among 82,000
BT-549 – BT-549 breast cancer; hit rate 4.4% among 78,000; AID 1794793
SR – SR leukemia cells; AID 1794780; hit rate 8.7% among 73,000
MOLT-4 – MOLT-4 leukemia cells. hit rate 6.9% among 80,000
MDA-MB-468 – MDA-MB-468 breast cancer. hit rate 8.5% among 78,000. AID 2202374
K-562 – K-562 leukemia; hit rate 7.4% among 78,000
MCF7 – MCF7 breast cancer; hit rate 6.3% among 82,000; AID 1794796
Numbers without * were called inactive; x = no result given. The calls were made as follows: active = growth percent below 10; inactive = the rest. Rows were taken by chance. Share with any hit: about 15%.

Every second line gives: MDA-MB-231	MDA-MB-435	BT-549	SR	MOLT-4	MDA-MB-468	K-562	MCF7
COc1cc(C2CC(c3ccc(Nc4nc(NCCO)nc(Nc5ccc(Cl)cc5)n4)cc3)=NN2c2cc(Cl)cc(Cl)c2)cc(OC)c1OC (centres undefined)
→ 63	73	81	96	35	85	75	60
Nc1nc(-c2ccc(Cl)nc2)nn1-c1nc2ccccc2s1
→ 75	100	97	40	99	104	100	76
CCOc1ccc(N=C(C)Nc2ccc(OCC)cc2)cc1
→ 118	115	x	84	94	116	100	102
CCOC(=O)c1ccccc1SC(C[N+](=O)[O-])c1ccccc1 (centres undefined)
→ 97	-58*	88	38	94	64	57	1.1*
N=C(c1ccccc1)N(Cc1ccccc1)Cc1ccccc1
→ 80	78	93	65	86	98	76	88
COc1ccc(-c2nn(-c3cccc(Cl)c3)cc2/C=C2\NC(=S)N(c3ccc(Cl)cc3)C2=O)cc1
→ 12	7.3*	-13*	-70*	-23*	-57*	-12*	19
COC(=O)/C=C/c1cccnc1
→ 119	121	103	x	89	107	108	103
CCOC(=O)CC1CSC(c2cccc(OC)c2)=N1 (centres undefined)
→ 111	105	104	81	100	105	92	94
CCOC(=O)C1=CC2CCOC2O1 (centres undefined)
→ x	95	104	x	95	82	101	88
COc1cc(NCCN(C(C)C)C(C)C)c2ncccc2c1
→ 64	105	77	49	114	62	112	36
COc1ccc(NC(=O)c2sc3ncc(Br)cc3c2N)cc1
→ 135	102	98	70	86	99	84	100
COc1cc(OC)cc(-c2nnc(-c3cc4ccccc4nc3Cl)o2)c1
→ 96	103	102	89	89	105	108	89
C/C=C(\C)C(C(=O)NC1CCCCC1)N(C(=O)C1CCc2cc(F)ccc2O1)c1ccc(F)cc1F (centres undefined)
→ 95	103	97	108	99	103	102	95
Oc1cc(Cl)ccc1Cc1ccc(Cl)cc1O
→ 60	46	34	59	43	x	37	68
O=C1c2ccccc2C[C@]12C(c1ccc(F)cc1)=NOS2=O (some centres undefined)
→ 106	107	111	63	93	100	87	89
CC/C(=C(/CC)c1ccc(OP(=O)(O)O)cc1)c1ccc(OP(=O)(O)O)cc1
→ 105	77	110	86	91	93	81	110
Nc1nc(-c2ccccc2)c(CC(=O)O)s1
→ 88	103	105	107	114	102	109	110
O=S(=O)(Oc1ccc(-c2nnc(Nc3ccccc3)s2)cc1)C(F)(F)C(F)(F)C(F)(F)C(F)(F)C(F)(F)C(F)(F)F
→ 87	103	112	20	-29*	100	94	91
c1ccc(-c2cc(-c3c[nH]c4ccccc34)c3ccccc3n2)cc1
→ 93	110	x	44	72	x	95	77
CC1(C)CC(=O)C2=C(C1)N(c1ccc(OC(F)(F)F)cc1)C(N)=C(C#N)C2c1ccc(F)c(Br)c1 (centres undefined)
→ 83	96	100	93	82	96	94	95
CC(=O)Nc1ccc(-c2cc3c(NCC4CCCCC4)ncnc3s2)cc1
→ 87	100	103	71	72	68	74	81
O=C(O)CNC(=O)c1nc(-c2ccccc2)n(-c2ccc([N+](=O)[O-])cc2)n1
→ 118	110	108	104	105	106	x	96
C=C(C)[C@@H]1CC[C@]2(C(=O)N[C@@H](Cc3ccccc3)C(=O)O)CC[C@]3(C)[C@H](CC[C@@H]4[C@@]5(C)Cc6c([nH]c7ccccc67)C(C)(C)[C@@H]5CC[C@]43C)[C@@H]12
→ 56	59	14	32	10	68	33	42
CC(=O)O[C@H]1CC[C@H]2[C@@H]3CC[C@H]4OC(=O)CC[C@@H]4[C@H]3CC[C@]12C
→ 109	115	109	76	79	102	86	104
NC(=O)NN=C(C1CC1)C1CC1
→ 118	105	106	86	83	119	95	93
COC(=O)C/C(=C\c1ccc2c(c1)OCO2)C(=O)OC
→ 104	106	108	90	92	119	86	92
O=C(Nc1ccc(F)c(F)c1)c1n[nH]c(=O)c2ccccc12
→ 104	118	156	137	101	x	90	57
CCC1(CC)COC(c2ccc(C)cc2)OC1
→ 108	109	95	130	118	104	128	86
CCCN(CCC)CC(O)c1cc2cc(C(F)(F)F)cc(C(F)(F)F)c2c2cc(Cl)c(Cl)cc12 (centres undefined)
→ 60	110	128	67	81	102	63	75
O=c1c2cc(F)ccc2sc2c(NCc3ccccc3)nc3ccccc3c12
→ 99	104	97	88	83	88	96	62

Not a retest: entries from further up.
Every second line gives: MDA-MB-231	MDA-MB-435	BT-549	SR	MOLT-4	MDA-MB-468	K-562	MCF7
COc1cc(C2CC(c3ccc(Nc4nc(NCCO)nc(Nc5ccc(Cl)cc5)n4)cc3)=NN2c2cc(Cl)cc(Cl)c2)cc(OC)c1OC (centres undefined)
→ 63	73	81	96	35	85	75	60
Nc1nc(-c2ccc(Cl)nc2)nn1-c1nc2ccccc2s1
→ 75	100	97	40	99	104	100	76
CCOc1ccc(N=C(C)Nc2ccc(OCC)cc2)cc1
→ 118	115	x	84	94	116	100	102

Remaining list, next part
Every second line gives: MDA-MB-231	MDA-MB-435	BT-549	SR	MOLT-4	MDA-MB-468	K-562	MCF7
CC(=O)OCCc1sc[n+](Cc2cnc(C)nc2N)c1C
→ 112	107	112	113	120	104	116	93
COc1cc(/C=C2\SC(=O)NC2=O)ccc1OCc1cc2ccccc2nc1Cl
→ 99	99	114	129	111	106	102	97
O=S(=O)(NCCCNc1nccc(-c2c(-c3cccc(O)c3)nc3occn23)n1)c1ccc(F)cc1
→ 63	37	87	77	70	100	69	85
O=C(/C=C1\C=CN(CCCCCCF)c2ccccc21)n1ccc2ccccc21
→ 84	108	103	86	106	85	91	88
O=C(Nc1ccc(-n2cc(-c3ccncc3)c(-c3ccc(Cl)c(O)c3)n2)cc1)c1cc(Cl)cc(Cl)c1
→ 24	42	x	16	24	58	14	52
O=C(CCN1CCCC1)c1ccccc1
→ 112	111	x	x	92	102	95	90
Clc1c(Cl)[n+](Cc2ccc3ccccc3c2)cn1Cc1ccc2ccccc2c1
→ 7.0*	-31*	-70*	-56*	-0.4*	-23*	-3.0*	12
COc1ccc(S(=O)(=O)NC2C(O)C3(C)c4ccccc4C2(C)c2ccccc23)cc1 (centres undefined)
→ 98	97	101	98	77	97	77	94
COc1ccc2nc(-c3ccc(-c4noc(-c5ccc(F)cc5)n4)cc3)[nH]c2c1
→ 103	84	87	x	91	93	62	73
COc1ccc(/C=N\NC(=O)c2cnn(CC(O)c3ccccc3)c2N)cc1OCc1ccc(Cl)cc1 (centres undefined)
→ 67	79	109	66	62	77	60	61
N#CSCc1c(Cl)cccc1Cl
→ 80	30	88	59	91	x	84	33
Cc1ccc(NC(=S)N2CCCCC2)cc1C
→ 89	86	101	96	107	82	107	105
Cc1cc(O)c2c(c1)C(=O)C(c1c(C)cc3c(c1O)C(=O)C=CC3=O)=CC2=O
→ 63	96	113	11	41	53	15	50
Nc1cc2ccccc2c(O)c1O
→ -20*	-81*	x	0.5*	-6.5*	-3.3*	5.2*	-43*
C=CCn1c(SCC(=O)N2CCN(c3cc4c(cc3F)c(=O)c(C(=O)O)cn4C3CC3)CC2)nnc1-c1ccc(Cl)cc1
→ 104	106	101	115	87	88	108	102
CC12C(=O)N(c3nccs3)C(=O)C1(C)C1CCC2O1 (centres undefined)
→ 105	116	101	106	97	105	119	97
CN1CCN(Cc2ccc(C(=O)Nc3cncc(C#Cc4cnc(N)c5ccccc45)c3)cc2C(F)(F)F)CC1
→ -82*	-89*	72	x	-30*	-62*	-46*	-68*
C[C@]12C=CC(=O)C=C1CCC1C3C[C@@H](O)[C@](O)(C(=O)CO)[C@@]3(C)C[C@H](O)[C@@]12F (some centres undefined)
→ 98	101	87	121	102	110	114	92
Cc1cn(-c2cc(NC(=O)c3cncc(C#Cc4cnc5ccc(OCCCS(C)(=O)=O)nn45)c3)cc(C(F)(F)F)c2)cn1
→ 14	35	-1.9*	2.8*	9.8*	-23*	11	0.5*
NNC(=O)COc1ccc(-c2nc3cc(Cl)c(Cl)cc3[nH]2)cc1
→ 98	107	112	95	92	111	95	94
O=C(Cn1cc(CN2C(=O)c3ccccc3S2(=O)=O)nn1)Nc1nc2ccccc2s1
→ 108	112	98	121	115	130	101	91
NC(N)=NNC(=O)c1ccccc1
→ 98	106	112	x	102	96	104	98
Clc1ccc(Cc2nnc3sc(-c4ccncc4)nn23)cc1
→ 101	99	101	88	94	95	100	93
Fc1ccc(COc2cccc(-c3nc4sccn4c3-c3ccccc3)c2)cc1
→ 94	94	111	76	86	96	90	87
COc1ccc(/C=C(\C#N)C(=O)N2c3ccccc3Sc3ccc(SC)cc32)cc1F
→ 85	98	104	121	83	72	81	96
CCC(CC)C(O)CCCN(C)C (centres undefined)
→ 113	111	109	96	106	97	94	99
Cc1ccc(Nc2cc(=O)[nH]c(N)n2)cc1C
→ 95	94	116	138	93	x	96	63
CCn1cc(C(=O)O)c(=O)c2cc(F)c(N3CCN(S(=O)(=O)c4ccc(OC)c(OC)c4)CC3)cc21
→ 103	99	105	88	79	100	101	100
CCCSc1nnc(Nc2cccc(C)c2)s1
→ 93	100	104	59	92	x	95	99
COc1ccc2nc(-c3ccc(-n4cncc4-c4ccc(OC)c(N)c4)cc3)sc2c1
→ 104	105	102	69	66	114	91	82

Look-ups from the list.
`C=CCn1c(SCC(=O)N2CCN(c3cc4c(cc3F)c(=O)c(C(=O)O)cn4C3CC3)CC2)nnc1-c1ccc(Cl)cc1` | K-562: 108
`Nc1cc2ccccc2c(O)c1O` | MCF7: -43*
`Clc1c(Cl)[n+](Cc2ccc3ccccc3c2)cn1Cc1ccc2ccccc2c1` | MOLT-4: -0.4*
`O=C(/C=C1\C=CN(CCCCCCF)c2ccccc21)n1ccc2ccccc21` | MDA-MB-231: 84
`CC(=O)OCCc1sc[n+](Cc2cnc(C)nc2N)c1C` | BT-549: 112

Single records, as listed above.
`COC(=O)C/C(=C\c1ccc2c(c1)OCO2)C(=O)OC` reads MDA-MB-231 = 104; MDA-MB-435 = 106; BT-549 = 108; SR = 90; MOLT-4 = 92; MDA-MB-468 = 119; K-562 = 86; MCF7 = 92
`Nc1nc(-c2ccccc2)c(CC(=O)O)s1` reads MDA-MB-231 = 88; MDA-MB-435 = 103; BT-549 = 105; SR = 107; MOLT-4 = 114; MDA-MB-468 = 102; K-562 = 109; MCF7 = 110

(more compounds)
Every second line gives: MDA-MB-231	MDA-MB-435	BT-549	SR	MOLT-4	MDA-MB-468	K-562	MCF7
CC(=O)OCC(=O)[C@@]1(O)CC[C@H]2[C@@H]3CCC4=CC(=O)C=C[C@]4(C)[C@H]3[C@@H](O)C[C@@]21C
→ 91	105	78	107	102	116	128	85
CCOC(=O)c1ccoc1
→ 128	107	98	86	90	96	94	95
O=C(O)c1cnn(-c2ccccc2)c1-n1nnc2ccc(Cl)cc2c1=O
→ 84	109	94	x	66	101	91	99
COc1ccc(-c2nn(-c3cccc(Cl)c3)cc2/C=C2\C(=N)NC(=O)C(C#N)=C2N)cc1
→ 104	100	90	124	108	105	106	98
Cc1c(C(=O)/C=C/c2ccc3ccccc3c2)[n+]([O-])c2cc(F)ccc2[n+]1[O-]
→ 96	99	104	96	86	125	96	96
CCCC(C)=C(C(=O)OCC)C(=O)OCC
→ 93	120	106	91	104	100	103	98
CCN(CC)c1ccc(/C=N/NC(=O)CSc2nc3ccccc3c(=O)n2Cc2ccc(S(N)(=O)=O)cc2)c(O)c1
→ 25	14	34	10	11	-11*	6.1*	13
CCCOc1ccc2c(c1)CC[C@@H]1[C@@H]2CC[C@@]2(C)[C@H]1CC[C@]2(C)O
→ 51	84	x	73	76	60	1.5*	101
O=C(Nc1ccccc1)Oc1ccccc1Cl
→ 113	105	95	96	90	x	95	95
O=S(=O)(Oc1ccc(-c2cn3ccsc3n2)cc1)N1CCCCC1
→ 112	94	110	89	96	97	93	97
COc1cc2nc(-c3ccc(Cl)cc3)cc(OCCCN3CCC(O)CC3)c2cc1OC
→ 26	-11*	35	16	44	53	14	49
COc1cc(Cc2cc(-c3ccc(Cl)cc3)n[nH]c2=O)ccc1O
→ 100	110	95	-36*	-60*	74	78	87
O=c1c([N+](=O)[O-])cn(Cc2ccccc2)c(=O)n1Cc1ccccc1
→ 103	108	91	90	90	119	89	87
COc1cc(/C=C\c2cc(OC)c(OC)c(OC)c2)cc(NC(=O)/C=C/c2cc(OC)c(OC)c(OC)c2)c1OC
→ 51	-13*	26	x	31	36	x	28
Cc1ccc(Cc2ccccc2)cc1
→ 104	105	102	91	102	107	102	104
CCCSc1nnc(-c2c(C)nc3ccc(C)cn23)o1
→ 82	99	100	x	88	86	74	77
COc1ccc(Cc2nnc(SCC(=O)c3ccc(Cl)cc3)n2-c2ccc(C)cc2)cc1
→ 85	95	x	92	91	82	92	100
S=C1NC=C(n2nc(-c3ccccc3)nc2-c2ccccc2)C(c2ccc(Cl)cc2)N1 (centres undefined)
→ 114	104	100	108	109	99	104	95
CCCCNC(=O)N1CC(C(=O)OC)CC1=O (centres undefined)
→ 110	109	91	x	95	88	96	89
COc1cc(C2CC(c3cc(OC)c(OC)c(OC)c3)=NN2c2ccccc2)ccc1OCc1ccc(Cl)cc1 (centres undefined)
→ 98	104	x	x	x	99	x	81
CCOC(=O)C(C(=O)OCC)c1cccc(Cl)c1
→ 106	102	107	91	92	94	87	84
CCOC(=O)OC(C)OC(=O)C1N2C(=O)C(NC(=O)[C@H](N)c3ccccc3)C2SC1(C)C (some centres undefined)
→ 106	104	104	96	x	96	95	95
COc1cccc(Cn2cc3c(c2-c2cc(OC)c(OC)c(OC)c2)CCCc2cnoc2-3)c1
→ 78	51	109	83	82	87	64	80
O=S(=O)(Nc1nccs1)c1ccccc1
→ 103	101	97	116	128	111	124	91
N#Cc1c(-c2ccc([N+](=O)[O-])cc2)cc(-c2ccc(NC(=O)CSc3nc4ccccc4c(=O)n3-c3ccccc3)cc2)nc1N
→ 84	103	91	80	80	106	87	85
Cn1c2c(c3ccc(Cl)c(Cl)c31)CCn1c-2nc2ccccc2c1=O
→ 108	106	128	109	94	99	96	78
O=C(Nc1nccs1)c1ccc(N=Cc2c(O)[nH]c3ccccc23)cc1
→ 110	101	105	91	126	108	103	95
